Screening data (PubChem)
TIM10 inh: TIM10 yeast growth inhibition; S. cerevisiae TIM10 strain growth, BacTiter-Glo luminescence, 24 h; inhibition, % at 10 µM; actives 1.4% (n = 330,000); AID 463195;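 active means inhibition of 40% or more at the single tested concentration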;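 further: wild-type TIM10 isogenic control strain grown at permissive 25 °C; 0% = DMSO yeast wells and 100% = minimal medium wells without yeast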
Mdm2-MdmX inh: disrupts the human Mdm2-MdmX interaction; O15151+Q00987; SaOS-2 split-luciferase Mdm2/MdmX complementation, luminescence; inhibition, % at 8 µM; actives 3% (n = 330,000); AID 485346;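 active means inhibition of at least 50% at 8 µM in the primary screen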
Target sequence (O15151 whole entry, looked up): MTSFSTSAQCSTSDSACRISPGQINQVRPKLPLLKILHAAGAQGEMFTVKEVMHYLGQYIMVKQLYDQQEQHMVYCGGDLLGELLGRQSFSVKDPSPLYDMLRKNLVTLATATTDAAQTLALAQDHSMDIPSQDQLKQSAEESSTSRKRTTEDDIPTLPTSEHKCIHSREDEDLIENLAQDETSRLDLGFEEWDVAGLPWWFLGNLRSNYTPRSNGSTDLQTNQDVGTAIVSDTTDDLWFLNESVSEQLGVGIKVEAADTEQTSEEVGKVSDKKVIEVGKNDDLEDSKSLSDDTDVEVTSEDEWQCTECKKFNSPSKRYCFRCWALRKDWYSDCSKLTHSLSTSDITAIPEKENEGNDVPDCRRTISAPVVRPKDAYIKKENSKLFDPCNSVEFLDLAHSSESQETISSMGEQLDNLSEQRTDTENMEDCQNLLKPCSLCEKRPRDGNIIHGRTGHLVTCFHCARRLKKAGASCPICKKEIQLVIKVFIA
Target sequence (Q00987 whole entry, looked up): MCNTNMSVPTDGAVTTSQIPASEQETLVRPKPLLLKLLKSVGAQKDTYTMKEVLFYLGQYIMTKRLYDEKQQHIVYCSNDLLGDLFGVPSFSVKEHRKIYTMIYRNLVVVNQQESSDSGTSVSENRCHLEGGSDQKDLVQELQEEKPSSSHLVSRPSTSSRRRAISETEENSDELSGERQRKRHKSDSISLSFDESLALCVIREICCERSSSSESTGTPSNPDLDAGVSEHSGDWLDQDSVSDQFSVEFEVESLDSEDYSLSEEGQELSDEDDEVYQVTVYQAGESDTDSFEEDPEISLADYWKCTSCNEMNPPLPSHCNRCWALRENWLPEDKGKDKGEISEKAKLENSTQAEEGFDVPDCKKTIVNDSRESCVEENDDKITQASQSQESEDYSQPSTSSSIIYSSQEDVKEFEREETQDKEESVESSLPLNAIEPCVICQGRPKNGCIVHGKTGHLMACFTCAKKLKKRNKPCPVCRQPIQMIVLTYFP
APJ ag: agonists of human APJ apelin receptor. P35414. CHO-K1 APJ PathHunter beta-arrestin, luminescence; 0% DMSO wells, 100% apelin. activation, % at 20 µM. actives 0.11% (n = 330,000). AID 2520;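 active means activation more than six SD over the plate average, tested at 20 µM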;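 further: 0% = DMSO alone and 100% = apelin-13 at 10 nM; some results filed as inactive read as strong as hits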
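system = engineered CHO-K1 APJ arrestin reporter cells | input = 1000 cells per well | timing = overnight seeding, 90 min compound at 25 °C, 1 h detection | measured by = enzyme-fragment complementation luminescence | read-out = beta-arrestin recruitment to APJ as agonist activity, luminescent signal | control set = negative DMSO alone, positive Apelin-13 at 10 nM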
tim10-1 inh: inhibits growth of tim10-1 mutant yeast. inhibition, % at 20 µM. actives 2.2% (n = 330,000). S. cerevisiae tim10-1 ts strain growth, BacTiter-Glo, 24 h. AID 463190;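 active means inhibition of at least 40%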;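 further: mutant grown at 25 °C; 0% = DMSO wells with yeast and 100% = wells holding no yeast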
tim23-1 inh: inhibits growth of tim23-1 mutant yeast. S. cerevisiae tim23-1 growth, BacTiter-Glo luminescence, 24 h. inhibition, % at 20 µM. actives 1.3% (n = 330,000). AID 463212;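 active means growth inhibition of the mutant yeast at or above 50%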;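 further: temperature-sensitive mutant grown at 25 °C; plate controls were DMSO-treated mutant yeast for no effect and medium wells lacking yeast for full effect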
UPR XBP1 act: activators of adaptive arm of unfolded protein response (XBP1); CHO-XBP1 luciferase reporter, IRE1-XBP1 UPR activation, luminescence; percent of tunicamycin response, DMSO as zero; activation, % at 20 µM; actives 0.33% (n = 330,000);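 active means versus positive control, 20 µM dose yields 30% or more activation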;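 further: 100% = tunicamycin at 10 µg/mL and 0% = DMSO only wells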
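assay system = CHO-XBP1 luciferase reporter cells | amount = 1000 cells/well | buffer or medium = F12 plus 10% FBS | compound dosing = single point, 20 µM final compound, 1% DMSO | incubation = 16-18 h cell attachment at 37 °C, then 6 h compound exposure | detection = Steady-Glo luminescence read | controls = tunicamycin 10 µg/mL and vehicle-only wells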
NR3A LBD binder: modulates the human NR3A ligand-binding domain; NR3A LBD differential scanning fluorimetry, Tm shift; 0% = protein alone, 100% = glycine-bound protein; Tm shift relative to glycine control, % at 25 µM; actives 2.5% (n = 340,000);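 active means melting temperature shift of at least 10% of the positive control shift, at one fixed dose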
UPR CHOP act: activators of apoptotic arm of unfolded protein response (CHOP). AID 449763. actives 0.34% (n = 330,000). CHO-CHOP luciferase reporter, UPR activation, luminescence; percent of tunicamycin response over DMSO baseline. activation, % at 10 µM;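 active means at 10 µM dose, activation of 40% or more, normalized to positive control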;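 further: 100% = tunicamycin at 10 µg/mL and 0% = DMSO alone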
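measured by = luciferase luminescence | assay system = CHO-CHOP cells, stable luciferase reporter of PERK-eIF2a-CHOP signalling | amount = 500 reporter cells seeded per well | timing = 6 h compound exposure at 37 °C after overnight seeding | controls = positive tunicamycin 10 µg/mL, negative DMSO alone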
NALP3 yeast inh: inhibitors of NALP3 inflammasome in yeast; actives 0.39% (n = 330,000); inhibition, % at 10 µM; Yeast reconstituted NLRP3/ASC/caspase-1, beta-gal luminescence, 24 h; AID 2825;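 active means inhibition of 50% or more; inactive means inhibition below 50%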;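 further: plate controls were induced DMSO wells for no effect and uninduced yeast grown without galactose for full effect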
* hit, by the source's call.

SMILES	TIM10 inh	Mdm2-MdmX inh	APJ ag	tim10-1 inh	tim23-1 inh	UPR XBP1 act	NR3A LBD binder	UPR CHOP act	NALP3 yeast inh
Cc1ccc(C2CCN(C(=S)NC(C)C)C2)cc1 (centres undefined)	19	-13	0	3	17	-2	0	0.3	15
CNc1c(-n2cc(C(=O)OC)c(C(=O)OC)c2C(=O)OC)c(=O)n(C)c(=O)n1C	5	-18	-3	-10	8	-4	2	-0.1	3
COc1ccc(C2=NN(C(=O)c3cccs3)C(c3ccc(OC)cc3)C2)cc1 (centres undefined)	4	21	-1	12	25	-3	-1	-0.2	4
Cc1ccc(C(=O)N2CCN(S(=O)(=O)c3ccc(C)c([N+](=O)[O-])c3)C2)cc1	18	-32	-3	10	6	0	2	0.2	-6
Cc1ccc(C(=O)OCC(=O)NC(C)C2CC3CCC2C3)cc1N (centres undefined)	13	9	-2	10	18	0	0	-2.3	25
NNC(=O)COc1ccc(C2SCCS2)cc1	-48	15	0	-10	-11	-3	-2	0.7	-2
OCC[C@H]1C[C@H](O)[C@@H](O)[C@@]2(CCc3ccccc3CO2)O1	8	7	2	11	1	0	2	-1.7	3
O=C(Nc1ccc(S(=O)(=O)N2CCCC2)cc1Cl)C1=COCCO1	22	-9	-2	29	24	1	2	-2.2	7
COCCCNC(=O)COC(=O)c1ccc(-c2nc3ccccc3s2)s1	3	-9	-2	6	16	-6	-2	0.1	8
O=C(CSc1ncn[nH]1)Nc1ccc(Br)cc1Br	2	-18	1	-13	-3	2	0	4.0	9
Cc1ccccc1C(=O)Nc1ccc2c(c1)OCO2	-2	-88	-1	6	14	-8	-1	-1.6	-3
O=C(NC(=S)N1CCc2ccccc21)c1ccccc1	30	21	-1	39	32	2	-3	3.9	-2
Cc1ccc(O)c(NC(=O)c2ccc3c(c2)C(=O)N(CC(C)C)C3=O)c1	-8	11	-4	4	23	1	0	8.2	22
O=C(NC1CCCC1)c1cc(-c2ccc(Cl)cc2Cl)on1	-9	-70	-1	2	-4	0	-4	7.7	15
Cc1ccc(C)c(OCCC(=O)OCc2csc(CC(=O)Nc3ccccc3C)n2)c1	18	3	1	18	24	-2	-2	0.4	13
N#Cc1ccccc1OCC(=O)NNC(=O)CCC1CCCC1	-1	27	-3	2	8	-2	-1	0.0	7
Cc1nn(Cc2cccc(F)c2)c(C)c1NC(=O)c1ccc(COc2ccccc2Cl)cc1	18	49	-5	34	23	4	-2	0.4	10
Cc1ccc(NC(=O)COC(=O)C2CCN(c3ccc(C(F)(F)F)cn3)CC2)cc1	9	-40	-4	22	47	0	8	0.7	10
O=C(O)c1cc(S(=O)(=O)Nc2ccc3cn[nH]c3c2)ccc1O	5	31	0	4	9	4	-5	2.0	2
CC1=CC(C)(C)N(C(=O)CSc2nnc(N)s2)c2cc(C)c(C)cc21	34	-20	-2	26	22	0	-1	-1.0	14
Cc1nc2c(C#N)cnn2c2c1CCN(Cc1ccccc1)N2C	-30	21	-3	28	17	3	-2	-2.1	4
COC(=O)c1ccccc1NC(=O)Nc1cnccn1	-2	24	-3	7	-3	-1	-1	2.4	-6
COc1cccc(C(=O)Nc2cccc(NC(=O)c3cccs3)c2)c1	-14	2	-3	-41	3	-4	17*	-0.3	22
Cc1nnc(NC(=O)C23CC4CC(CC(C4)C2)C3)s1	15	12	-4	12	37	4	-1	1.6	23
CC(=O)Nc1ccc(S(=O)(=O)NCc2ccc(C)cc2)cc1	-5	-13	-5	-13	6	0	-1	-0.8	13

Additional entries
SMILES	TIM10 inh	Mdm2-MdmX inh	APJ ag	tim10-1 inh	tim23-1 inh	UPR XBP1 act	NR3A LBD binder	UPR CHOP act	NALP3 yeast inh
COc1ccccc1-n1cc(C(=O)NCC(=O)N2CCN(c3ccccn3)CC2)c2ccccc2c1=O	7	6	0	-18	16	-1	2	0.7	-6
O=C(CSc1ncn[nH]1)Nc1ccccc1Sc1ccc(Cl)cc1	-3	25	0	9	8	-3	-1	-1.8	20
CCOC(=O)c1cnn2c(C)cc(-c3ccccc3)nc12	10	-31	-3	11	18	0	-8	1.1	22
CC1=C(C(=O)Nc2ccccc2)C(c2ccco2)NC(=S)N1 (centres undefined)	10	0	-2	9	9	3	0	-0.7	-12
CN(c1nc2c(c(=O)n(C)c(=O)n2C)n1CC(=O)c1ccccc1)C1CCCCC1	7	17	-8	31	30	0	1	-1.0	6
CSCC[C@H](NC(=O)OCc1ccccc1)C(=O)O	-1	29	-4	6	5	-2	-1	0.3	1
CCOC(=O)c1cc(NC(=O)c2cccnc2)ccc1N1CCOCC1	4	17	0	4	8	-1	1	-0.2	13
CCc1ccc(NC(=O)Nc2ccon2)cc1	15	-12	1	-3	4	0	-18	5.9	22
C[C@H](CO)N1C[C@H](C)[C@@H](CN(C)C(=O)Nc2ccc(C(F)(F)F)cc2)Oc2ccc(NC(=O)C3CC3)cc2C1=O	-1	20	-1	3	15	0	-2	-0.2	2
CCc1ccc(/C=C2\SC(=S)N(CCCC(=O)Nc3ccccn3)C2=O)cc1	13	85*	1	3	0	-9	0	-10	17
CCN(CC)C(=O)C1CCCN(Cc2ccccc2F)C1 (centres undefined)	-7	-25	-3	6	13	-3	-2	-0.5	-1
CCn1c(SCC(=O)Nc2ccc(C(C)=O)cc2)nc2nc3c(cc2c1=O)COC(C)(C)C3	25	-43	6	8	10	3	2	4.1	2
CC1(C)CC(=O)C2=C(C1)OC(N)=C(C#N)[C@@H]2c1ccccc1[N+](=O)[O-]	14	4	7	9	6	-1	3	-0.9	10
O=C(c1cc[n+]([O-])cc1)N1CCCC(N2CCN(c3cccc(C(F)(F)F)c3)CC2)C1 (centres undefined)	6	-11	0	-4	-4	-2	1	-0.7	13
CNc1ncc(C(=O)c2ccc(Cl)cc2)s1	26	-16	-4	-10	14	-1	2	5.9	16
O=C(CSC(=S)N1CCCC1)N1CCN(S(=O)(=O)c2cccc(F)c2)CC1	14	5	10	15	28	-2	-1	1.9	25
Cc1cc(C)n(S(=O)(=O)c2ccc(Cl)c(Cl)c2Cl)n1	24	8	-4	32	19	3	-3	2.4	-57
Cc1[nH]c2ccc(C(=O)NCCCN3CCCCC3)cc2c1C	0	16	-1	17	6	-7	0	2.0	4
Cc1nc2ccccc2c(=O)n1NC(=O)c1ccc([N+](=O)[O-])cc1	13	9	-4	14	13	-3	-1	1.8	16
CC1(c2ccccc2)NC(=O)N(CC(=O)Nc2ccccc2C(=O)NC2CC2)C1=O (centres undefined)	4	16	-5	2	14	-1	-1	1.1	4
Cc1occc1-c1nnc(SCC(=O)N2CCOCC2)n1CC(C)C	-3	-1	-6	6	7	-1	-1	0.6	9
O=C(c1ccco1)N1CCN(C(=O)c2cnn(-c3cccc(F)c3)c2C2CCNCC2)CC1	-8	32	-1	6	-2	-4	1	3.3	6
COc1ccc(OC)c(NC(=O)CCN2CCN(C/C=C/c3ccccc3)CC2)c1	8	-9	-2	-20	0	-3	0	-0.1	25
CCC(Sc1ccc2nnc(-c3ccc(OC)c(OC)c3)n2n1)C(=O)O (centres undefined)	-6	17	-4	7	16	-1	1	-2.5	-5
CN(C)S(=O)(=O)c1cccc(NC(=O)c2ccc(N3CCOCC3)c([N+](=O)[O-])c2)c1	24	18	2	23	8	2	1	0.7	1

(cont.)
SMILES	TIM10 inh	Mdm2-MdmX inh	APJ ag	tim10-1 inh	tim23-1 inh	UPR XBP1 act	NR3A LBD binder	UPR CHOP act	NALP3 yeast inh
Cc1ccc(S(=O)(=O)NC(=O)c2cc(C)n(CCCn3ccnc3)c2C)cc1	-5	27	-2	6	15	-8	-1	-1.9	9
CC(C)NC(=O)N(C)C[C@@H]1Oc2c(NS(=O)(=O)c3ccccc3)cccc2C(=O)N([C@@H](C)CO)C[C@@H]1C	10	1	-1	20	16	-3	0	0.4	1
CCc1cccc(NC(=O)CN2C(=O)NC3(CCCCCCC3)C2=O)c1	-15	5	0	12	-10	1	0	-0.5	-4
CN(C(=O)c1cn2ccccc2n1)c1c(N)n(Cc2ccccc2)c(=O)[nH]c1=O	0	-26	9	-12	8	-3	0	1.2	9
O=C(c1cc2ccccc2o1)N1CC=C(c2ccccc2)CC1	8	-29	-2	-7	5	-1	-1	-0.6	1
CCC(C)NS(=O)(=O)c1ccc(NC(=O)c2ccc([N+](=O)[O-])cc2Cl)cc1 (centres undefined)	25	15	3	46*	31	-2	0	-1.6	4
Cc1ccc(C(=O)NCCc2nnc3ccc(SCC(=O)Nc4c(C)cc(C)cc4C)nn23)cc1	-3	13	-3	-7	10	-4	-9	0.5	6
c1ccc(-c2noc(CSc3nnnn3C3CCCCC3)n2)cc1	5	-4	-2	26	25	0	3	-0.1	10
COc1ccc(CCNC2CC(=O)N(N(C)C)C2=O)cc1OC (centres undefined)	10	11	-1	1	3	-3	-1	-0.1	17
N=c1c[n+](N2CCOCC2)[n-]o1	4	9	6	9	20	-7	0	2.3	5
CSCC(=O)NS(=O)(=O)c1ccc(C)cc1	-3	6	1	-12	-3	0	-1	-0.1	12
O=C(CSc1nc(-c2ccco2)cc(C(F)(F)F)n1)N1CCSCC1	-11	3	-2	13	11	-2	-1	-1.6	23
CCCCn1c(N)c(N(CC)C(=O)CCc2ccccc2)c(=O)[nH]c1=O	-2	-8	2	-8	5	-1	1	1.4	8
c1ccc2[nH]c(SCc3cn4ccccc4n3)nc2c1	36	-20	-2	6	17	2	-1	0.5	8
CN(C(=O)CSc1ncnc2sccc12)c1c(N)n(Cc2ccccc2)c(=O)[nH]c1=O	4	-25	-3	-6	18	-3	-1	-1.6	9
Cc1ccc(S(=O)(=O)Nc2ccccc2C(=O)NCC2CCCO2)cc1 (centres undefined)	-1	-17	-2	3	16	-5	0	1.4	17
CC1CN(C(=O)CCN2C(=O)c3ccccc3C2=O)CC(C)O1 (centres undefined)	-11	20	0	-20	-10	-2	0	-0.7	5
O=C(NCCN1CCCC1)C1CCC(=O)N(CCCN2CCOCC2)C1 (centres undefined)	-1	4	-3	-17	-10	-3	0	4.7	17
CCOC(=O)N1CCN(C(=O)c2cc(COc3ccc(F)cc3F)on2)CC1	-3	-9	-6	21	14	1	-1	3.2	5
COc1ccccc1NC(=O)CCN1CCN(Cc2ccccc2)CC1	-8	-28	-3	3	6	3	-5	-1.4	3
Cc1nnc2ccc(N3CCOCC3)nn12	-2	21	-2	-1	4	-7	0	-1.9	1
CCC(CCCO)CCC[C@H](C)CCC1OCCO1 (some centres undefined)	-14	8	-3	-9	17	-1	0	0.8	46

Some of these compounds in order of formula weight, descending:
SMILES	TIM10 inh	Mdm2-MdmX inh	APJ ag	tim10-1 inh	tim23-1 inh	UPR XBP1 act	NR3A LBD binder	UPR CHOP act	NALP3 yeast inh
CCOC(=O)N1CCN(C(=O)c2cc(COc3ccc(F)cc3F)on2)CC1	-3	-9	-6	21	14	1	-1	3.2	5
CCCCn1c(N)c(N(CC)C(=O)CCc2ccccc2)c(=O)[nH]c1=O	-2	-8	2	-8	5	-1	1	1.4	8
COc1ccc(CCNC2CC(=O)N(N(C)C)C2=O)cc1OC (centres undefined)	10	11	-1	1	3	-3	-1	-0.1	17
CC1CN(C(=O)CCN2C(=O)c3ccccc3C2=O)CC(C)O1 (centres undefined)	-11	20	0	-20	-10	-2	0	-0.7	5
CCC(CCCO)CCC[C@H](C)CCC1OCCO1 (some centres undefined)	-14	8	-3	-9	17	-1	0	0.8	46

Not a hit list; overall some 8.2% were active at least once.
